# human PMI inhibition – inhibitors of human PMI, primary screen, biochemical, fluorescence intensity, coupled assay (AID 1209); purified PMI enzyme, coupled fluorescence intensity; higher % means a stronger effect; inhibition, % at 20 µM; hits with a dose series show IC50 in µM; 190,000 compounds, 0.42% hits;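 further: plate controls were DMSO vehicle for no effect and wells lacking substrate for full effect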
# T cell HTS – T cell immune modulators affecting CD8 T cell-vesicle binding; calls only at 7 µM; 2C CD8+ T cell-vesicle binding, flow cytometry; stronger effect = lower value; 330,000 compounds, 0.068% hits;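 active means response, share of CD8 T cells binding vesicles, and their 90th percentile fluorescence all below set limits, cut at about 80% in these data, passing the limit was not always enough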
#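 Read-out – percent CD8+ FL2 mean versus row control · System – murine 2C transgenic CD8+ T lymphocytes · Times – 1.5 h cell–vesicle binding at 37 °C, then 20 min icy labelling · Control set – naked vesicles low, QL9 vesicles with vehicle high · Detection – cytometric PE anti-B7-1 and Alexa647 anti-CD8 signals after 1% paraformaldehyde fixation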
# b-catenin transl – alters nuclear translocation of beta-catenin in HeLa cells | immunofluorescence imaging | nuclear translocation activity, % at 5 µM | 190,000 compounds, 0.3% hits | AID 1665;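 active means nuclear translocation activity above 50% at 5 µM, with a well cell count of 50 or more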;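 further: per-cell ratio of nuclear to cytoplasmic median beta-catenin stain intensity; plate controls were DMSO negative control for no effect and GSK-3 inhibitor IX positive control for full effect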
#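 Test system: human HeLa cells, native beta-catenin. Compound dosing: 5 µM primary single dose, 0.1% DMSO, 0.02–20 µM confirmation series. Incubation: compound exposure 24 h at 37°C. Detection: beta-catenin immunostaining with DAPI counterstain, 20x imaging, 6 fields/well. Read-out basis: Nuclear/cytoplasmic beta-catenin signal ratio, % activation.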
# MT stabilize HCS – stabilizes microtubules in HeLa cells; HeLa tubulin immunostaining HCS, 24 h; share of cells brighter than vehicle mean+2SD; 200,000 compounds, 0.83% hits; % tubulin-high responders, % at 10 µM;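 active means plate Z-score above 3 for both tubulin-high and condensed-nucleus cell shares, with cell loss under 80%, at 10 µM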;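 further: anti alpha tubulin signal scored within the nucleus-defined area of each cell; some results filed as inactive read as strong as hits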
# Autophagy HCS – alters autophagy in cells; 190,000 compounds, 0.98% hits; calls only at 10 µM (by protocol); MEF GFP-LC3 puncta imaging; test concentration mostly 10 µM; AID 463193;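 active means percentage of spot-positive cells more than 3 SD above its plate mean, without a fluorescence outlier flag or 80% toxicity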;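 further: spot-positive cell cutoff set from DMSO-treated cells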
# Ins promoter up – MIN6 insulin promoter up-regulation. 190,000 compounds, 0.3% hits. MIN6 insulin promoter-GFP reporter, high-content imaging; stronger effect = higher value. z-score at 5 µM;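 active means z-score above 3 at 5 µM with at least 500 cells counted in the well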
# TNAP activators – stimulation of alkaline phosphatase TNAP activity – biochemical, luminescent, no phosphate acceptor, uHTS, primary screen (AID 1001). purified TNAP, luminescent activation assay, no phosphate acceptor; higher activation fold means a stronger effect. activation fold at 20 µM; hits with a dose series show EC50 in µM. 200,000 compounds, 0.03% hits; in the data active means activation fold from about 3, or a potency from the dose series; inactive means the rest, 99 in 100 with activation fold below about 1.6; further: many of its hits are not listed in these tables
# human PMI inhibitors – human PMI inhibitors, high substrate, primary screen, biochemical, fluorescence intensity, high mannose 6-phosphate (AID 1220). 190,000 compounds, 0.66% hits. one-dose inhibition, % at 20 µM; IC50 in µM for titrated hits. recombinant PMI enzyme, coupled fluorescence intensity; higher % means a stronger effect
# Hep lipid drop – modulators of hepatic lipid droplet formation. AML12 mouse hepatocytes, oleate lipid droplets, BODIPY imaging. inhibition, % at 6.5 µM. 240,000 compounds, 0.4% hits. AID 1656;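 active means lipid droplet intensity inhibited by at least 50%, with more than 500 cells counted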
#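 Test system: AML12 mouse liver cells; schedule: overnight exposure; technique: high-content imaging of BODIPY-stained droplets and DAPI nuclei; read-out: % inhibition of corrected integrated BODIPY droplet signal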
# Ins promoter up cell count – recorded beside Ins promoter up, whose call it bears; cell count; measured here: cytotoxicity, nuclei count;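 total cells summed across four imaged fields per well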
# Hep lipid drop cells 6.5 µM – second read-out of Hep lipid drop, no call of its own (marks repeat the call); cell count; measured here: cell count, cytotoxicity flag;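 cells counted across two imaged fields per well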
# b-catenin transl cell count 5 µM – further read-out of b-catenin transl, marked with its call; cell count; measured here: cell count, cytotoxicity flag
# T cell HTS vesicle-bound % – further read-out of T cell HTS, marked with its call; double positive events, %; measured here: CD8+ vesicle-bound cell fraction;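 binding gate set so that unloaded-vesicle control wells show 10% double positive cells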
# MT stabilize HCS Hoechst-high % – recorded beside MT stabilize HCS, whose call it bears; % Hoechst-high responders; measured here: nuclear condensation Hoechst responders;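 share of cells brighter than vehicle mean plus two SD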
# MT stabilize HCS cytotoxicity % – second read-out of MT stabilize HCS, no call of its own (marks repeat the call); toxicity, %; measured here: cytotoxicity by cell density;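 0% = mean cell density of plate MIN control wells and 100% = no cells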
# Autophagy HCS cell loss 18 h – further read-out of Autophagy HCS, marked with its call; toxicity, %; measured here: cell loss, nuclei count;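 cell loss after 18 h compound exposure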
# Numbers without * were called inactive; i = inactive; nt = no result given. Unless noted, no stated cut-off is given here; in the data, active means inhibition above about 50%; inactive means the rest.
SMILES,human PMI inhibition,T cell HTS,T cell HTS vesicle-bound %,b-catenin transl,b-catenin transl cell count 5 µM,MT stabilize HCS,MT stabilize HCS Hoechst-high %,MT stabilize HCS cytotoxicity %,Autophagy HCS,Autophagy HCS cell loss 18 h,Ins promoter up,Ins promoter up cell count,TNAP activators,human PMI inhibitors,Hep lipid drop,Hep lipid drop cells 6.5 µM
COc1ccccc1OCC(=O)NC1CCCCCC1,0%,i,34,-0.2,942,5.7,3.1,8.8,i,16,-1.1,1222,1.1,4%,nt,nt
CCN(CC)c1ccc(NC(=O)c2cccc(C)c2OC)c(C)c1,23%,i,55,-3.3,1177,2.8,1.8,6.4,i,4,-1.7,1109,1,16%,-2,761
O=C(CSc1nncs1)N1CCN(S(=O)(=O)c2ccccc2)CC1,-9%,i,36,1.8,1091,2.4,2.2,6.1,i,-2,0.42,1285,1.1,-8%,-4,681
CCSc1cc(C)nc2c(-c3ccc(Cl)cc3)c(C)nn12,11%,i,43,nt,nt,1.2,1.8,11,i,4,0.91,979,1.1,6%,nt,nt
CCOC(=O)C(=O)Nc1ccc(OCc2ccccc2)cc1,12%,i,23,-0.7,982,1.7,2.0,3.1,i,11,-0.5,1375,1.1,15%,-1,753
Cc1ccc2c(c1)c1c(n2CC(O)CNC(C)(C)C)CCCC1 (stereo not given),6%,nt,nt,1.7,1157,2.4,3.3,3.6,nt,nt,-0.37,1034,1.1,28%,nt,nt
Cc1ccc(S(=O)(=O)Nc2cccc(CP(=O)(c3ccccc3)c3ccccc3)c2)cc1,nt,i,29,0.4,1282,nt,nt,nt,nt,nt,-0.82,1337,nt,nt,-39,625
CCOc1ccc(OCCCC(=O)Nc2nc3ccccc3[nH]2)cc1,-3%,i,41,1.3,1017,4.1,2.5,5.0,i,2,-0.24,1316,1.3,-1%,-6,712
COc1ccccc1N1CCN(C(=O)c2ccc(CN3CCc4ccccc4C3)cc2)CC1,-1%,i,35,-1.0,1190,2.8,2.9,8.2,i,3,-1.1,939,1.1,-2%,15,742
Cc1nc(NC(=O)c2ccc(Cl)cc2)sc1Cc1ccc2c(c1)OCO2,26%,i,55,nt,nt,13*,67*,35*,i,4,0.23,1075,1.1,6%,-10,618
CCOC(=O)CC(=O)CSc1nc2c(sc(=S)n2-c2ccc(OCC)cc2)c(=O)[nH]1,-5%,i,31,-1.7,578,4.9,2.0,4.0,i,-1,0.58,1234,0.9,-16%,-3,726
O=C1CC(c2ccccc2)Sc2nc(-c3ccccc3)c(-c3ccccc3)n21 (stereo not given),-14%,i,10,0.6,1082,2.8,2.4,8.7,i,-4,-0.48,1400,1,-10%,2,626
O=C(Nc1ccccc1)C1CCN(C(=O)c2ccc([N+](=O)[O-])cc2)CC1,15%,i,55,-0.7,1514,2.4,2.6,8.6,i,10,0.34,1348,1.1,16%,1,706
CN(C)S(=O)(=O)c1ccc(NC(=O)COC(=O)C2CC3CCCC(C2)C3=O)cc1 (stereo not given),5%,i,34,-3.1,1074,3.2,2.5,4.4,i,7,-0.03,1578,1,4%,7,656
CCCCCC1CC(CC(=O)NC(=S)Nc2ccc([N+](=O)[O-])cc2)C(=O)O1 (stereo not given),4%,i,37,12,354,5.5,2.4,4.9,i,-9,nt,nt,0.9,0%,0,687
Cc1ccc(S(=O)(=O)N(Cc2ccccc2)c2ccccc2C(=O)NCc2ccco2)cc1,12%,i,48,-1.1,1347,1.4,1.2,11,i,-6,0.26,1073,1.1,2%,nt,nt
Cc1ccc2nc(C)cc(C(=O)Nc3nccs3)c2c1,-8%,i,38,-0.4,1120,1.3,2.2,4.8,i,-1,-0.89,1190,1,-1%,-8,674
COc1cc(C)nc(SCC(N)=O)n1,11%,i,34,nt,nt,1.9,0.7,25,i,-5,-0.03,1190,1.1,3%,-4,559
Cc1ccc(N2C(=O)CC(N3CCSCC3)C2=O)c(C)c1 (stereo not given),nt,i,23,-0.1,1368,nt,nt,nt,nt,nt,-0.67,1062,nt,nt,-3,704
Cc1cc(N2CCOCC2)n2ncc(-c3ccccc3)c2n1,0%,i,1,-1.7,1165,2.7,1.9,6.4,i,8,0.15,824,1.1,3%,28,651
CCN(CC)CCCN1C(=O)C(O)=C(C(=O)c2ccc(C)o2)C1c1ccc(C)o1 (stereo not given),9%,i,45,-1.1,1068,2.3,3.1,6.4,i,-15,-0.06,1434,1.1,16%,10,619
Cc1cccc(N2CCN(C(=O)n3ccnc3)CC2)c1C,1%,i,12,-3.7,984,3.6,4.1,6.0,i,-8,nt,nt,1.1,4%,nt,nt
COC(=O)c1ccccc1NC(=O)Cc1nc(-c2ccccc2)sc1-c1ccc(C)cc1,14%,i,47,-0.5,1089,3.1,3.4,8.0,i,6,1.2,1395,1.1,9%,-25,601
O=C(Cn1cnc2ccccc21)N1CCc2ccccc21,7%,i,58,-0.5,1582,2.7,1.6,1.3,i,13,0.17,1499,1,5%,-5,712
O=C(Nc1ccccc1OC(F)F)c1cc2c(s1)CCC2,1%,i,62,-1.2,1107,3.3,3.5,7.5,i,7,-0.05,1472,1.1,4%,-3,706
# (more compounds)
SMILES,human PMI inhibition,T cell HTS,T cell HTS vesicle-bound %,b-catenin transl,b-catenin transl cell count 5 µM,MT stabilize HCS,MT stabilize HCS Hoechst-high %,MT stabilize HCS cytotoxicity %,Autophagy HCS,Autophagy HCS cell loss 18 h,Ins promoter up,Ins promoter up cell count,TNAP activators,human PMI inhibitors,Hep lipid drop,Hep lipid drop cells 6.5 µM
Cc1ccccc1OCC(=O)OCC(=O)Nc1ccc(N2CCOCC2)cc1,-11%,i,62,-0.5,982,3.2,3.0,7.2,i,0,0.02,1269,0.9,-1%,7,675
Cn1cc(CN2CCCC(C(=O)c3nccn3C)C2)c(-c2cccc(Cl)c2)n1 (stereo not given),9%,i,48,-0.3,950,3.0,1.8,11,i,-36,-0.41,1394,1.1,3%,-21,688
COC(=O)/C(C#N)=C/c1ccc(N2CCOCC2)c([N+](=O)[O-])c1,nt,i,20,0.6,1115,nt,nt,nt,nt,nt,-1.3,1386,nt,nt,2,693
CCOc1ccc(C(=O)NCC(=O)OC2CCOC2=O)cc1OCC (stereo not given),14%,i,36,3.4,1021,1.1,0.4,8.5,i,-3,1.8,891,1.1,2%,-3,776
O=C(CNCCO)NC12CC3CC(CC(C3)C1)C2,-7%,i,35,-1.7,1030,2.9,2.9,2.5,i,-9,0.08,1166,1.1,-6%,nt,nt
COc1cc(C2C3=C(CC(C)(C)CC3=O)OC3=C2C(=O)CC(C)(C)C3)cc([N+](=O)[O-])c1O,0%,i,50,-0.7,948,1.6,1.7,13,i,-6,0.31,1591,0.9,5%,-11,662
CC(=O)NC1C(Oc2ccccc2C)OC2COC(c3ccco3)OC2C1O (stereo not given),14%,i,64,0.8,919,5.1,2.4,3.1,i,-6,1,1131,1.1,5%,-5,698
CCOC(=O)c1ccc(-n2c(C)nc3ccccc3c2=O)cc1,-5%,i,36,-1.4,740,2.8,1.2,9.9,i,0,0.88,1067,0.9,1%,nt,nt
Cc1nnnn1-c1ccc(CC(=O)O)cc1,10%,i,58,1.1,1477,1.8,2.2,6.7,i,5,0.07,1535,1.1,10%,0,671
COc1ccc(C2(CNC(=O)c3ccccc3[N+](=O)[O-])CCOCC2)cc1,2%,i,49,0.0,1473,3.5,2.3,5.2,i,-3,nt,nt,1.1,10%,-1,747
COC(=O)c1nc(NC(=O)C(C)C)n[nH]1,-12%,i,64,1.1,553,1.9,1.2,5.1,i,2,-0.44,1171,1.1,-6%,nt,nt
CC(C)NC(=S)N/N=C/c1sc(N2CCCCC2)nc1-c1cccs1,20%,i,40,-1.0,1082,7.2,2.8,6.5,i,-11,1.1,1147,1.1,41%,33,626

# An excerpt of these results, with bars between the fields:
compound | human PMI inhibition | T cell HTS | T cell HTS vesicle-bound % | b-catenin transl | b-catenin transl cell count 5 µM | MT stabilize HCS | MT stabilize HCS Hoechst-high % | MT stabilize HCS cytotoxicity % | Autophagy HCS | Autophagy HCS cell loss 18 h | Ins promoter up | Ins promoter up cell count | TNAP activators | human PMI inhibitors | Hep lipid drop | Hep lipid drop cells 6.5 µM
COc1cc(C2C3=C(CC(C)(C)CC3=O)OC3=C2C(=O)CC(C)(C)C3)cc([N+](=O)[O-])c1O | 0% | i | 50 | -0.7 | 948 | 1.6 | 1.7 | 13 | i | -6 | 0.31 | 1591 | 0.9 | 5% | -11 | 662
CC(=O)NC1C(Oc2ccccc2C)OC2COC(c3ccco3)OC2C1O (stereo not given) | 14% | i | 64 | 0.8 | 919 | 5.1 | 2.4 | 3.1 | i | -6 | 1 | 1131 | 1.1 | 5% | -5 | 698
CCOC(=O)c1ccc(-n2c(C)nc3ccccc3c2=O)cc1 | -5% | i | 36 | -1.4 | 740 | 2.8 | 1.2 | 9.9 | i | 0 | 0.88 | 1067 | 0.9 | 1% | nt | nt
Cc1nnnn1-c1ccc(CC(=O)O)cc1 | 10% | i | 58 | 1.1 | 1477 | 1.8 | 2.2 | 6.7 | i | 5 | 0.07 | 1535 | 1.1 | 10% | 0 | 671
COc1ccc(C2(CNC(=O)c3ccccc3[N+](=O)[O-])CCOCC2)cc1 | 2% | i | 49 | 0.0 | 1473 | 3.5 | 2.3 | 5.2 | i | -3 | nt | nt | 1.1 | 10% | -1 | 747
COC(=O)c1nc(NC(=O)C(C)C)n[nH]1 | -12% | i | 64 | 1.1 | 553 | 1.9 | 1.2 | 5.1 | i | 2 | -0.44 | 1171 | 1.1 | -6% | nt | nt
CC(C)NC(=S)N/N=C/c1sc(N2CCCCC2)nc1-c1cccs1 | 20% | i | 40 | -1.0 | 1082 | 7.2 | 2.8 | 6.5 | i | -11 | 1.1 | 1147 | 1.1 | 41% | 33 | 626

# An unsorted share of the library; any-hit rate near 2.9%.
